Compound activity as filed in PubChem.
aSyn yeast inh: inhibitors of alpha-synuclein toxicity in yeast; 370,000 tested, 0.14% active; Potency, µM (top dose mostly 46.1 µM), without a hit: at the highest dose growth rescue (activation), actives largely listed as activators; Yeast expressing alpha-synuclein, growth rescue, BacTiter-Glo, 24 h; AID 652106; also: potency is read from the fitted curve at half-maximal effect; % of control where 0% means no effect; nearly all actives have a fitted effect of over 65% in size
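Screening used galactose-induced yeast with toxic alpha-synuclein levels, exposed to compound for 24 hr at 30 deg C. Cell growth, read with BacTiter-Glo luminescence, gave the measured signal.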
TDP43 rescue: TDP-43 toxicity inhibition in yeast. TDP-43 expressing yeast growth rescue, BacTiter-Glo, 24 h. Potency, µM (doses to about 46.1 µM), inactives show at the top dose growth rescue (activation), hits mostly activators. 410,000 tested, 1.8% active; also: potency is read from the fitted curve at half-maximal effect; % of control where 0% means no effect; nearly all actives have a fitted effect of over 50% in size
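Growth rescue of TDP-43-toxic yeast measured as ATP luminescence (BacTiter-Glo). Cells grown to mid-log in raffinose, induced in galactose at OD600=0.02, exposed to compound 24 hr at 30 deg C.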
EPAC2 ag: activates human EPAC2 exchange factor; AID 720711; Potency, µM (doses to about 154 µM), for the others: at the top dose activation, usual class: activators; 360,000 tested, 0.079% active; EPAC2 activation, biochemical qHTS; response scale: 100% = 6.5 mM cAMP response; also: potency is read from the fitted curve at half-maximal effect; nearly all actives have a fitted effect of over 50% in size
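EPAC2 (100 nM) mixed with Rap1B loaded with BODIPY-GDP (250 nM) plus 50 uM unlabeled GDP; compounds pinned in, 5 min RT, then read every 5 min for 30 min (ex 480, em 540 nm). Normalized to cAMP control.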
Abeta rescue: restores growth of yeast expressing A-beta42 peptide; Potency, µM (doses to about 46.1 µM), inactives show at the top dose growth rescue, actives largely listed as activators; 410,000 tested, 0.063% active; yeast expressing A-beta42, growth rescue, OD600, 48 h; response scale: 0% DMSO, 100% iron-clioquinol control; AID 1347071; also: potency is read from the fitted curve at half-maximal effect; nearly all actives have a fitted effect of over 55% in size
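Yeast growth medium received pinned compounds, then yeast cells expressing toxic A-beta were added; plates incubated at 30 C for 48 hr. Growth read as absorbance at 600 nm, normalized to DMSO and equimolar FeCl3 plus clioquinol controls.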
EPAC2 antag: blocks human EPAC2 exchange factor; Q8WZA2; EPAC2 GEF exchange of Rap1B-BODIPY-GDP, fluorescence; Potency, µM (titrated, usually from 114 µM), without a hit: at the highest dose activity, negative = inhibition, usual class: inhibitors; 360,000 tested, 0.18% active; AID 720708; also: potency is read from the fitted curve at half-maximal effect; % is scaled to controls: 0 for no effect and ±100 for the full control effect; nearly all actives have a fitted effect of over 45% in size; many of its hits are not listed in these tables
FUS yeast rescue: rescues growth of FUS-expressing yeast; S. cerevisiae FUS-expressing, growth rescue, OD600, 24 h; Potency, µM (top dose mostly 76.6 µM), inactives show top-dose growth rescue (activation), most hits filed as activators; 390,000 tested, 0.24% active;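 also: potency is read from the fitted curve at half-maximal effect; plate controls were DMSO vehicle for no effect and reference control for full effect; nearly all actives have a fitted effect of over 55% in size; some results filed as inactive show a strong effect at the top dose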
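Yeast expressing FUS under galactose induction, OD 0.005 in 2% galactose medium; compounds in a dilution series, 24 h at 30C. Growth rescue by absorbance at 600 nm; CP55940 positive control, DMSO negative.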
DRD3 agonist: D3 dopamine receptor (human) agonism; AID 652048; D3R DiscoveRx beta-arrestin cells, luminescence, 90 min; 410,000 tested, 0.58% active; max activation, %; in the data active = max activation above about 30%; also: 0% is about no effect; mostly tested at two doses, the higher about 12 µM
Target sequence (P35462 whole entry, looked up): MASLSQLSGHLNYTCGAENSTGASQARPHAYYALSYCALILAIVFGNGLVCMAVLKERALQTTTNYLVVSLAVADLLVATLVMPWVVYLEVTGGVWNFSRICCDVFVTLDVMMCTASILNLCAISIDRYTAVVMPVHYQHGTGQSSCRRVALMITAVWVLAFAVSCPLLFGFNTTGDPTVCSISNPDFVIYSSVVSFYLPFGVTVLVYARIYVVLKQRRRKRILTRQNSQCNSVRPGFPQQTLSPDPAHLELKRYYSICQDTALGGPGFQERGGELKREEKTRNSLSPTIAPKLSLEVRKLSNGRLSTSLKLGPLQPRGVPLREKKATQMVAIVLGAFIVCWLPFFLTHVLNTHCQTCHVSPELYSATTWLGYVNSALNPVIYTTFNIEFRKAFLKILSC
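Agonist mode: compounds and dopamine controls were applied to plated cells for 90 min at 37 degrees C after an overnight attachment at 1500 cells/well. Luminescent read-out followed 30 - 60 minutes at room temperature with DiscoveRx detection reagent.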
D3 antag: blocks the human D3 dopamine receptor. 360,000 tested, 2.5% active. max response, negative = inhibition, %. P35462. D3R cells, DiscoveRx beta-arrestin luminescence, antagonist mode; stronger effect = lower value; in the data active = max response below about -50%; inconclusive = no clear call, values can overlap the other calls; also: % is scaled to controls: 0 for no effect and ±100 for the full control effect; mostly tested at two doses, the higher about 12 µM
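Cells plated overnight at 1500 cells/well, then exposed to library compounds with dopamine controls for 90 minutes at 37 degrees C. DiscoveRx reagent added for 30–60 minutes at room temperature; luminescence read, quantitative HTS format.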
* = called active by the depositor; ? = inconclusive; . = no result given; [ ] = another dose, or the depositor's remark. Unless noted, calls follow the shape of the dose curve; as a rule, active = well fitted curve in the direction sought with a large enough effect; inconclusive = small, poorly fitted or top-dose-only effect, or another doubt; inactive = no such curve, though single readings can be large; an effect the other way counts as inactive or inconclusive. Not all compounds are listed, so the mix of outcomes need not match the whole.

SMILES	aSyn yeast inh	TDP43 rescue	EPAC2 ag	Abeta rescue	EPAC2 antag	FUS yeast rescue	DRD3 agonist	D3 antag
COc1ccc(CN(C)C[C@H]2Oc3c(NC(=O)Nc4ccccc4)cccc3C(=O)N([C@H](C)CO)C[C@@H]2C)cc1	0%	13%	-4%	1%	-26%	5%	-5	-2
O=C(O)c1cccc(O)c1O	2%	26%	7%	-14%	3%	-38%	8	15
Cn1c(N)c(C(=O)COC(=O)c2ccnc3ccccc23)c(=O)n(C)c1=O	0%	5%	2%	-7%	15%	-30%	-3	22
CCC(CO)NCc1ccccc1OC(C)C (stereo unspecified)	-12%	22%	8%	6%	3%	-26%	-1	4
COc1cc(NC(=S)NN2CCN(C)CC2)cc(OC)c1OC	-3%	-6%	5%	10%	6%	8%	15	3
Cc1ccc([C@H]2C[C@@H](n3cc(-c4ccc(F)cc4)nn3)[C@H](O)CN2Cc2cccs2)cc1	2%	7%	10%	-4%	0%	1%	-11	0
C=CCOc1cccc(C2/C(=C(/O)c3ccc(Cl)cc3)C(=O)C(=O)N2CCN2CCOCC2)c1 (stereo unspecified)	0%	1%	0%	-13%	-1%	21%	0	-56*
Cc1cccc(/C=N/NC(=O)CN2CCCCCCC2)c1	-2%	-5%	5%	1%	-1%	-12%	1	-12
Cc1ccc(S(=O)(=O)N2CCCOC2CNC(=O)C(=O)NCc2ccc3c(c2)OCO3)cc1 (stereo unspecified)	3%	5%	3%	16%	3%	36%	3	11
Cc1cc(C)c(S(=O)(=O)c2cccc(Br)c2C)c(Cl)n1	-1%	-11%	9%	1%	-9%	-2%	2	-1
COC(=O)c1ccc(NC(=O)CCCC(=O)OCC(=O)c2ccc(Cl)cc2)cc1	.	23%	.	-8%	.	17%	8	.
COCCCNC(=S)NC(=O)c1ccc([N+](=O)[O-])cc1	0%	?	-6%	24%	2%	.	-2	-5
CCCCNC(=O)CNC(=S)N(Cc1ccccc1F)C1CCCCC1	1%	19%	8%	?	-16%	25%	0	4
CCCCNC(=S)Nc1cc(S(=O)(=O)N2CCCCC2)ccc1C	25%	-15%	1%	2%	-1%	16%	14	-3
CC(C)(C)C(=O)NC1=NCCS1	6%	2%	-11%	16%	-6%	-21%	-7	34
CCO[C@H]1OC(C(=O)N2CCN(Cc3ccccc3)CC2)=C[C@@H](C)[C@@H]1CCCO	-3%	?	-6%	-1%	16%	5%	2	6
Cn1cc(CC(=O)NCCCN2CCCC2)c2ccccc21	-4%	4%	0%	0%	-1%	22%	-1	?
COc1ccc(-n2nnnc2SCC(=O)NCCc2ccc(OC)c(OC)c2)cc1	1%	-21%	-10%	2%	3%	9%	14	-19
O=C(NC1C/C=C\C(c2ccccc2)N(c2ccccc2)C(=O)C1)OCC1c2ccccc2-c2ccccc21 (stereo unspecified)	9%	5%	6%	-11%	-5%	?	-5	-19
CCC(C(=O)OC)n1cnc2scc(-c3ccc(C)c(C)c3)c2c1=O (stereo unspecified)	-65%[inhibitor]	-82%[inhibitor]	17%	-92%[inhibitor]	-9%	26%	3	7

Compound profiles, as listed above. Order of values: aSyn yeast inh | TDP43 rescue | EPAC2 ag | Abeta rescue | EPAC2 antag | FUS yeast rescue | DRD3 agonist | D3 antag
C=CCOc1cccc(C2/C(=C(/O)c3ccc(Cl)cc3)C(=O)C(=O)N2CCN2CCOCC2)c1 (stereo unspecified) is listed with 0% | 1% | 0% | -13% | -1% | 21% | 0 | -56*
CCCCNC(=O)CNC(=S)N(Cc1ccccc1F)C1CCCCC1 is listed with 1% | 19% | 8% | ? | -16% | 25% | 0 | 4
CCC(C(=O)OC)n1cnc2scc(-c3ccc(C)c(C)c3)c2c1=O (stereo unspecified) is listed with -65%[inhibitor] | -82%[inhibitor] | 17% | -92%[inhibitor] | -9% | 26% | 3 | 7
CCO[C@H]1OC(C(=O)N2CCN(Cc3ccccc3)CC2)=C[C@@H](C)[C@@H]1CCCO is listed with -3% | ? | -6% | -1% | 16% | 5% | 2 | 6

Later entries.
SMILES	aSyn yeast inh	TDP43 rescue	EPAC2 ag	Abeta rescue	EPAC2 antag	FUS yeast rescue	DRD3 agonist	D3 antag
CCc1c(C(=O)NNC(=O)Nc2ccc3c(c2)OCO3)csc1C	-4%	-6%	2%	-10%	-12%	.	-4	-11
Cc1ccc(-c2csc(NC(=O)Cc3ccc(F)cc3)n2)o1	-16%	0%	15%	-17%	-6%	-9%	5	11
CC(=O)N(C)C(c1ccc(N(C)C)cc1)c1nnnn1-c1c(C)cccc1C (stereo unspecified)	0%	-6%	-2%	6%	-10%	9%	-2	-20
Cc1ccc(-c2nnc(NC(=O)c3ccc4c(c3)OCCO4)o2)c(C)c1	.	?	.	4%	.	-17%	-32	.
Cc1ccc(S(=O)(=O)Nc2c(C)n(C)n(-c3ccccc3)c2=O)c(C)c1	0%	2%	5%	10%	3%	4%	2	20
CCN(CC)S(=O)(=O)c1cc(C)ccc1SC	1%	25%	-6%	20%	-1%	-3%	13	15
CCN(CC)CCCN1C(=O)c2oc3ccccc3c(=O)c2C1c1cccc(OC)c1OC (stereo unspecified)	-3%	6%	-2%	14%	-5%	.	-2	15
Cn1c(CNC(=O)c2ccc3c(c2)OCO3)nnc1SCC(=O)Nc1ccccc1F	1%	-6%	10%	-8%	6%	-20%	-4	7
O=C1CCC/C1=C/Nc1ccc(Cl)cc1	11%	19%	22%	-8%	-14%	-14%	-2	-11
CCCC(=O)Nc1cccc(S(=O)(=O)N(C)c2ccccc2)c1	14%	8%	4%	0%	10%	.	-2	18
Nc1c(Cl)cc(-c2csc(N3CCCC3c3nc4cc(Cl)c(N5CCCCC5)cc4n3CCCO)n2)cc1Cl (stereo unspecified)	-2%	?	1%	7%	2%	?	-12	0
CC1CCC2(CC1)NC(=O)N(NC(=O)CCl)C2=O (stereo unspecified)	-4%	-19%	7%	-12%	10%	15%	-2	4
COc1ccccc1NC(=S)NC1CCCCCCCCCCC1	-9%	20%	-4%	?	1%	12%	-8	-79*
COc1ccc(C2Nc3ccccc3C(=O)N2NC(=O)c2ccccc2)cc1OC (stereo unspecified)	-1%	18%	9%	3%	8%	-16%	-7	-1
N/C(Cc1cccc2ccccc12)=N\OC(=O)c1ccccc1F	-26%	22µM*	5%	1%	-12%	.	-10	-7
COc1cccc(C(=O)NC2CCCc3ccccc32)c1 (stereo unspecified)	-4%	?	-4%	-5%	-3%	8%	0	-17
COc1ccc(N(CC(=O)Nc2cc(C)on2)S(=O)(=O)c2cc(C)ccc2C)cc1	15%	?	15%	9%	-13%	32µM*	-5	-4
CCOc1ccccc1N(CC(=O)NCc1ccc(OC)cc1)S(C)(=O)=O	0%	-7%	13%	15%	-1%	6%	-2	0
COc1ccccc1NC(=O)c1cc(C(=O)Nc2ccccc2OC)cc([N+](=O)[O-])c1	-1%	0%	2%	10%	0%	-21%	-5	9
Cc1nn(CC(=O)NCc2ccccn2)c(C)c1[N+](=O)[O-]	2%	3%	-2%	-10%	3%	-15%	15	1
O=[N+]([O-])c1cccc(S(=O)(=O)N2CCCCCC2)c1	0%	0%	3%	11%	5%	.	-2	7
O=CNc1ccc(S(=O)(=O)NCc2ccccc2)cc1	3%	-9%	5%	14%	-3%	33%	-12	18
CC(C)C(O)(C#CCN1CCCCC1)C(C)C	-10%	0%	-18%	-12%	10%	-26%	-4	-11
O=C(N/N=C\c1cc2c(cc1Cl)OCO2)c1cccs1	-6%	5%	2%	8%	0%	3%	-4	-1
CCCn1c(SCC(=O)OCc2ccccc2)nc2c1c(=O)n(C)c(=O)n2C	-1%	-4%	12%	-5%	0%	15%	22	7
O=S(=O)(c1ccc2c(c1)nc1n2CCC1)N1CCOCC1	-3%	8%	0%	-14%	2%	-2%	0	-24
CCC(=O)Nc1ccc(C(=O)Cn2ncc(Cl)c(Cl)c2=O)cc1	9%	8%	9%	-8%	-7%	24%	-9	?
Cc1cccc(NC(=O)c2cccc(S(=O)(=O)N(C)c3ccccc3)c2)n1	-2%	26%	12%	0%	17%	.	-15	-29
CSc1nsc(SCC(=O)Nc2ccc(F)cc2F)n1	2%	-3%	6%	-10%	-1%	5%	25	14
COc1ccc(CNc2nc(NCc3ccc(OC)cc3)c3[nH]cnc3n2)cc1	6%	-2%	-5%	-6%	0%	2%	56*	73
CC(C)OC(=O)c1nnn(-c2nonc2N)c1CN1CCCCCC1	4%	-3%	1%	17%	-13%	-12%	2	-16
CC(C)C(=O)Nc1ccc(NC(=O)c2ccc(COc3ccccc3)cc2)cc1	9%	9%	5%	-3%	4%	-14%	7	23
COc1ccc(N2CCN(C(=O)C(=O)c3ccc(F)cc3)CC2)cc1	9%	25%	-2%	-4%	-3%	4%	-10	-6
CCC(NC(=O)C1CCCC1)c1ccc(C)cc1 (stereo unspecified)	1%	-22%	7%	-10%	12%	-20%	4	2
Cc1onc(-c2ccccc2)c1CNS(=O)(=O)c1cccc(Cl)c1	15%	6%	8%	0%	8%	-7%	-3	-3
NC(=O)N/N=C/c1ccc(-c2cccc(C(F)(F)F)c2)o1	5%	20%	14%	17%	-8%	-24%	3	0
Cc1ccccc1NC(=O)N1CCC(NC(=O)C2CCCCC2)CC1	2%	-29%	3%	-12%	5%	27%	19	0
CCOc1ccc(C2C(C(=O)OC)=C(C)N=C3SCCC(=O)N32)cc1OCC (stereo unspecified)	8%	11%	2%	14%	2%	-13%	0	-2
COC(=O)c1ccc(C23CC4(C2)[C@H](CN(Cc2ccc(-c5ccccc5)cc2)[C@@H]4c2ccccc2)C3c2ccc(Cl)nc2)cc1 (stereo partly specified)	3%	4%	5%	-11%	11%	28%	10	5
COc1ccc(CNC(=O)c2cc3c(=O)[nH]c4ccccc4c3n2C)cc1	0%	0%	2%	9%	-5%	-30%	-4	12
CC(=O)C1C(c2cn(-c3ccccc3)nc2-c2cccs2)NC(=O)NC1(O)C(F)(F)F (stereo unspecified)	9%	-6%	1%	0%	3%	.	-9	-1
CC(=O)c1ccc(O)c(CO)c1	-5%	-8%	2%	8%	0%[57.1 µM]	-27%	0	-3
CCn1c(SCC(=O)N/N=C/c2ccccc2OCC(=O)O)nnc1-c1ccccc1	-7%	-9%	14%	-8%	0%	-17%	-5	-7
CCOC(=O)C1(Cc2cccc(Cl)c2)CCCN(C(=O)c2occc2C)C1 (stereo unspecified)	-32%[inhibitor]	-55%[inhibitor]	6%	-39%[inhibitor]	-10%	21%	-9	-13
COc1ccccc1CNC(=O)Cn1c(=O)c2cccn2c2cccnc21	-5%	2%	0%	-10%	-18%	31%	-8	?
